KDM4E inh – qHTS Assay for Inhibitors of Human Jumonji Domain Containing 2E (JMJD2E) | Potency, µM (doses to about 57.1 µM), for the others: at the top dose activity change, negative = inhibition, hits mostly inhibitors | AID 2147, 2009 | Lysine-specific demethylase 4E (Homo sapiens), B2RXH2 | 1.6% of 230,000 active | JMJD2E catalytic domain, FDH-coupled NADH fluorescence (FDH is formaldehyde dehydrogenase); active = well fitted inhibition curve with a large enough effect, not every such curve was filed as active; inconclusive = small, poorly fitted or top-dose-only effect, or another doubt; inactive = no such curve, though single readings can be large or run the other way;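 note: 0% = wells with enzyme and -100% = buffer wells without enzyme; nearly all actives have a fitted effect of over 50% in size; many of its hits are not listed in these tables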
Target sequence (B2RXH2 1-337 limits assumed): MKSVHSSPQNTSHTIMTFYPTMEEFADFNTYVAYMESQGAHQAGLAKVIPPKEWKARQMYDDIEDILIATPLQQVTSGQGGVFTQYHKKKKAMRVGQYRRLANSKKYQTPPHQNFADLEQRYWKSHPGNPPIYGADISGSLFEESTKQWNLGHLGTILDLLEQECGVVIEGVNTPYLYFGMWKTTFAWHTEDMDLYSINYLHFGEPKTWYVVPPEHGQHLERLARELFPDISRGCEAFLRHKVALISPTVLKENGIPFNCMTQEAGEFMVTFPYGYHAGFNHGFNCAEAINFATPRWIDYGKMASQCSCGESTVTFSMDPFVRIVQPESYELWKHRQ
TRb SRC2 PPI – qHTS for Inhibitors of the Interaction of Thyroid Hormone Receptor and Steroid Receptor Coregulator 2. Thyroid hormone receptor beta (Homo sapiens), P10828. Potency, µM (top dose mostly 106 µM), for the others: at the top dose activity change, negative = inhibition, actives largely listed as inhibitors. 0.065% of 280,000 active. TRbeta-SRC2 peptide binding, fluorescence polarization; receptor liganded with 1 µM T3. AID 1469, 2008;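 note: plate controls were bound peptide for no effect and peptide without receptor for full effect; nearly all actives have a fitted effect of over 50% in size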
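Decrease in fluorescence polarization of 20 nM Texas Red SRC2 coactivator peptide flagged inhibition of its binding to 0.6 uM TRb LBD; 1 uM T3 included, incubation 5 hr, ex 555/em 632 nm.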
ALDH1A1 block – qHTS Assay for Inhibitors of Aldehyde Dehydrogenase 1 (ALDH1A1); Aldehyde dehydrogenase 1A1 (Homo sapiens), P00352; Purified ALDH1A1, NADH fluorescence, propionaldehyde substrate; Potency, µM (highest dose often 75.3 µM), without a hit: at the highest dose activity, negative = inhibition, hits mostly inhibitors; 7.3% of 220,000 active; active = well fitted inhibition curve with a large enough effect, not every such curve was filed as active; inconclusive = small, poorly fitted or top-dose-only effect, or another doubt; inactive = no such curve, though single readings can be large or run the other way;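 note: plate controls were no enzyme wells and a reference inhibitor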
TR SRC2 fluor cs – Total Fluorescence Counterscreen for Inhibitors of the Interaction of Thyroid Hormone Receptor and Steroid Receptor Coregulator 2; TRb/SRC2 Texas Red total fluorescence interference; Potency, µM (highest dose often 106 µM), for the others: at the highest dose fluorescence change, negative = quenching; 0.29% of 280,000 active; AID 1479, 2009; active = well fitted curve in either direction with a large enough effect; inconclusive = small, poorly fitted or top-dose-only effect; note: % is set by controls: 0 for no effect and ±100 for the full control effect
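Flags fluorescent or light-absorbing compounds by total fluorescence, S + 2P, at 555 nm excitation and 632 nm emission. Mixture: 20 nM Texas Red SRC2 peptide, 0.6 uM human TRb LBD, 1 uM T3, 5% DMSO; compound exposure 5 h at ambient temperature.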
GoLoco inh red – qHTS Assay for Inhibitors of RGS12 GoLoco Motif Activity (Red Fluorophore) | Gai1:RGS12 GoLoco peptide FP, rhodamine, 10 min | Potency, µM (top dose mostly 61.6 µM), without a hit: top-dose activity, negative = inhibition, most hits filed as inhibitors | 0.44% of 230,000 active | AID 880, 2007; active = well fitted inhibition curve with a large enough effect, not every such curve was filed as active; inactive = no such curve, though single readings can be large or run the other way; note: % is set by controls: 0 for no effect and ±100 for the full control effect; nearly all actives have a fitted effect of over 30% in size; many of its hits are not listed in these tables
RECQ1 helicase – qHTS Assay for Inhibitors of RecQ-Like Dna Helicase 1 (RECQ1) | ATP-dependent DNA helicase Q1 (Homo sapiens), P46063 | RECQ1 DNA unwinding, red fluorescence kinetic read | Potency, µM (top dose mostly 57.3 µM), for inactives: top-dose activity, negative = inhibition, actives largely listed as inhibitors | 0.54% of 240,000 active;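 note: plate controls were vehicle for no effect and no enzyme for full effect; nearly all actives have a fitted effect of over 30% in size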
Target sequence (P46063 whole entry, looked up): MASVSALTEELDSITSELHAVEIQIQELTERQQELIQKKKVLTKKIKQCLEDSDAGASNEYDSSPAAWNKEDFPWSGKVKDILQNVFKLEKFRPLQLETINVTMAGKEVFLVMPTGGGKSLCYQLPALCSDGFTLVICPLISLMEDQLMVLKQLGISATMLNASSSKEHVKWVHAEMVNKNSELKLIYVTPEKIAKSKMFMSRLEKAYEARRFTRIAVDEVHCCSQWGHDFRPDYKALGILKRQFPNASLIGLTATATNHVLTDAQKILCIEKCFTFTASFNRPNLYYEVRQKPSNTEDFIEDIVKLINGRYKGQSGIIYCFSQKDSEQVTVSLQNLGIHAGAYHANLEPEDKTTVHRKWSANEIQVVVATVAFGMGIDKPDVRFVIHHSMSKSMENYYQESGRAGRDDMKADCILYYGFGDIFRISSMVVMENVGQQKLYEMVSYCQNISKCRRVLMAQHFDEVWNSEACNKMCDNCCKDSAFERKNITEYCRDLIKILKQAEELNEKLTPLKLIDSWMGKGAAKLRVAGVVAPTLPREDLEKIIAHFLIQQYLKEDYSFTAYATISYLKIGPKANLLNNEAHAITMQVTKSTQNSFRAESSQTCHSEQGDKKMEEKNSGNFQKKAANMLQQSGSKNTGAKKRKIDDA
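RECQ1T1 50 nM; forked duplex (20 bp + 30-nt ss tails) 200 nM, ATP 2 mM final; pH 8.0, 2 mM MgCl2, 2.5 ug/ml poly(dI-dC); 15 min compound preincubation; discontinuous kinetic read over 2 h at RT.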
Lamin A splicing – qHTS Assay for Modulators of Lamin A Splicing; HeLa LMNA splicing GFP/RFP minigene ratio, 48 h; 0.01% of 200,000 active; Potency, µM (series often up to 46.1 µM), inactives show at the top dose ratio change, negative = inhibition, actives largely listed as inhibitors; active = well fitted inhibition curve with a large enough effect in the signal ratio, with a control signal flat, not every such curve was filed as active; inconclusive = small, poorly fitted or top-dose-only effect, or effect the other way, or a change in a side signal; the % refers to the signal ratio; note: % is set by controls: 0 for no effect and ±100 for the full control effect
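S3 HeLa stable clones carrying a lamin A-EGFP splicing minigene plus DsRed2 were seeded at 600 cells/well in Opti-MEM with 2% FBS, pin-dosed and incubated 48 h at 37°C. Acumen cytometry (488 nm) gave the GFP/RFP total-intensity ratio.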
SMN2 splice up – qHTS Assay for Enhancers of SMN2 Splice Variant Expression; 2.8% of 210,000 active; Potency, µM (top dose mostly 46.1 µM), for the others: at the top dose activity change, positive = activation, actives largely listed as activators; HEK293 SMN2-luciferase splicing reporter, luminescence, 30-36 h; note: % of control where 0% means no effect; nearly all actives have a fitted effect of over 55% in size
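HEK293 cells carry an SMN2 […]–luciferase reporter in which exon 7 inclusion puts luciferase in frame. Cells were plated 10-12 h before compound addition, then incubated 30-36 h at 37C. ONE-Glo luminescence was read; sodium butyrate at 4.5 mM final served as control.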
Numbers without * were called inactive; i = inactive; ? = inconclusive; / = no result given; [ ] = dose if it differs, or a comment. Unless noted, calls come from the whole dose curve; as a rule, active = well fitted curve in the direction sought with a large enough effect; inconclusive = small, poorly fitted or top-dose-only effect, or another doubt; inactive = no such curve, though single readings can be large; an effect the other way counts as inactive or inconclusive. Potency is the fitted concentration of half-maximal effect.

[1] CCOC(=O)CCn1nc(-c2ccc(Cl)cc2)cc1N
[2] Cc1cc(C)nc(SCC(=O)N/N=C/c2cccc([N+](=O)[O-])c2)n1
[3] CCCCc1nnc(NC(=O)C=C(C)C)s1
[4] CC(CN(C(N)=O)c1ccccc1O)C(=O)O (stereo not given)
[5] COc1ccc(S(=O)(=O)NCC2CCC(C(=O)NCC(OC)OC)CC2)cc1 (stereo not given)
[6] CC(=O)N(C)c1ccc(NC(=O)c2ccco2)cc1
[7] O=C(/C=C/c1ccco1)Nc1ccc2c(c1)OCCO2
[8] CCOc1ccccc1OCCCC(=O)NC1=NCCS1

Assay by compound	1	2	3	4	5	6	7	8
KDM4E inh	-2.6%	0.9%	1.4%	-10.9%	10.8%	6.5%	0.1%	8.2%
TRb SRC2 PPI	-5.9%	-25.6%	8.0%	-3.9%	-3.0%	4.3%	-9.5%	1.0%
ALDH1A1 block	3.6%	-15.6%	?	1.7%	-9.2%	-0.3%	9.5%	7.4%
TR SRC2 fluor cs	1.5%	-3.7%	0.6%	-6.6%	-0.9%	3.0%	-1.3%	-5.0%
GoLoco inh red	1.4%	22.9%	-0.3%	3.5%	-1.1%	0.2%	-1.8%	-1.7%
RECQ1 helicase	i	-2.4%	-3.5%	7.5%	-1.6%	i	-2.5%	i
Lamin A splicing	?	-10.4%	-7.4%	9.2%	/	3.2%	/	3.7%
SMN2 splice up	-6.4%	15.4%	13.9%	12.0%	/	?	8.91µM*	14.9%

[9] CC(=O)Nc1ccc(S(=O)(=O)NCC(=O)OCC(=O)N2CCN(c3ccccc3)CC2)cc1
[10] CC1C(=O)CCN(C(C)(C)C)C1C (stereo not given)
[11] CSCCC(C(=O)OC1CCOC1=O)N1C(=O)c2ccccc2C1=O (stereo not given)
[12] O=C(NC(C(=O)N/N=C/c1ccncc1)c1n[nH]c(=O)c2ccccc12)c1ccccc1 (stereo not given)
[13] O=C(NCC1COc2ccccc2O1)C1C2C=CC3(CN(Cc4ccccc4Cl)C(=O)C13)O2 (stereo not given)
[14] CCOc1ccc(C2C=C(c3ccccc3)Nc3nnnn32)cc1 (stereo not given)
[15] O=C(NCc1ccccc1)c1cc(-c2cccc(O)c2)on1
[16] CCCC(c1nnnn1CCOC)N1CCN(Cc2ccccc2)CC1 (stereo not given)

Assay by compound	9	10	11	12	13	14	15	16
KDM4E inh	-1.9%	9.9%	-0.8%	-5.6%	2.5%	?	3.4%	?
TRb SRC2 PPI	-2.7%	-2.0%	-3.9%	7.2%	-14.9%	0.5%	-3.1%	-0.9%
ALDH1A1 block	20µM*	9.5%	-5.1%	/	4.5%	?	-4.4%	-3.4%
TR SRC2 fluor cs	-1.3%	-0.2%	0.7%	4.2%	-1.6%	-1.2%	-3.1%	2.1%
GoLoco inh red	-28.4%	-6.9%	4.9%	1.8%	0.6%	-0.4%	-3.6%	3.9%
RECQ1 helicase	-15.7%	i	-20.6%	-6.6%	-10.0%	-18.5%	-3.2%	-4.1%
Lamin A splicing	-1.8%	?	17.2%[46 µM]	/	?	?	/	-15.0%
SMN2 splice up	-2.9%	-1.7%	-8.5%	/	-9.6%	13.7%	/	-45.5%[inhibitor]

Reprinted at random: 2 records from the list
[11] CSCCC(C(=O)OC1CCOC1=O)N1C(=O)c2ccccc2C1=O (stereo not given)
[13] O=C(NCC1COc2ccccc2O1)C1C2C=CC3(CN(Cc4ccccc4Cl)C(=O)C13)O2 (stereo not given)

Assay by compound	11	13
KDM4E inh	-0.8%	2.5%
TRb SRC2 PPI	-3.9%	-14.9%
ALDH1A1 block	-5.1%	4.5%
TR SRC2 fluor cs	0.7%	-1.6%
GoLoco inh red	4.9%	0.6%
RECQ1 helicase	-20.6%	-10.0%
Lamin A splicing	17.2%[46 µM]	?
SMN2 splice up	-8.5%	-9.6%

New compounds follow
[17] Cc1cc(-n2c(C)cc(C(=S)N3CCOCC3)c2C)ccc1Br
[18] COc1ccccc1C1CCN(C(=O)c2cccc([N+](=O)[O-])c2)CC1
[19] Cc1ccc(-c2nc3c(c(=O)c4ccccc4n3C)c(=O)n2-c2ccc(F)cc2)cc1
[20] O=C/C=C/c1coc2ccc3ccccc3c2c1=O
[21] C/C(CCN1CCCCc2nc(C)c(C)cc21)=N\O[C@H](C)c1cn([C@H](CO)Cc2ccccc2)nn1
[22] COc1ccc(N=C2S/C(=C\c3cc(C)n(C)c3C)C(=O)N2CC(C)C)cc1
[23] Cc1cc(C)nc(Sc2nc(Cl)nc(N(c3ccccc3)c3ccccc3)n2)n1
[24] Cc1sc2ncnc(NCC(C)(C)N3CCOCC3)c2c1C

Assay by compound	17	18	19	20	21	22	23	24
KDM4E inh	-9.5%	2.7%	2.7%	-0.1%	?	-24.2%	-4.2%	5.6%
TRb SRC2 PPI	-2.2%	-10.7%	11.0%	3.3%	-0.2%	-10.4%	-17.5%	-9.0%
ALDH1A1 block	11.2µM*	-6.3%	/	/	-5.1%	2.51µM*	-10.2%	3.3%
TR SRC2 fluor cs	2.6%	-0.9%	0.5%	-3.3%	-0.4%	1.0%	-4.5%	-1.4%
GoLoco inh red	2.4%	-5.3%	8.8%	8.7%	4.0%	14.8%	-12.2%	3.9%
RECQ1 helicase	i	-14.8%	-4.0%	-10.9%	-5.8%	-25.0%	-5.3%	-17.9%
Lamin A splicing	?	/	/	/	1.8%	16.7%	4.4%	?
SMN2 splice up	-40.5%[inhibitor]	/	/	/	-14.8%	-3.1%	12.5%	-80.6%[inhibitor]

[25] C=C1N(C)c2cc([N+](=O)[O-])c(N)cc2C1(C)C
[26] CC(C)CCn1c(N2CCOCC2)nc2c1c(=O)n(CC(N)=O)c(=O)n2C
[27] CC(=O)NC(c1cccs1)c1cc([N+](=O)[O-])c2cccnc2c1O (stereo not given)
[28] O=NN(CCc1ccncc1)c1ccc(OCc2ccccc2)cc1
[29] Cc1c(C#N)c(NC(=O)c2cccc(Cl)c2)n(Cc2ccccc2)c1C
[30] Cc1nc2ccc(Br)cn2c1C(=O)N/N=C\c1ccccc1[N+](=O)[O-]
[31] CCc1c(C)nc2c(Br)cccc2c1SCCC#N
[32] CCOC(=O)C1CCCN(C(=O)CN2C(=O)c3ccccc3C2=O)C1 (stereo not given)

Assay by compound	25	26	27	28	29	30	31	32
KDM4E inh	-4.5%	-0.7%	8.91µM*	2.7%	0.9%	5.8%	-3.7%	5.3%
TRb SRC2 PPI	8.2%	2.3%	-2.3%	-8.5%	11.6%	-5.9%	1.1%	-15.8%
ALDH1A1 block	2.5%	9.8%	-6.8%	5.3%	?	-6.9%	5.3%	0.7%
TR SRC2 fluor cs	2.4%	-2.1%	-6.6%	-6.4%	-2.5%	-4.9%	0.6%	1.3%
GoLoco inh red	6.6%	5.5%	-2.3%	-19.1%	8.6%	5.5%	3.0%	5.0%
RECQ1 helicase	-5.2%	-6.6%	i	-1.2%	-4.3%	i	-7.7%	i
Lamin A splicing	/	2.3%	?	/	-0.2%	/	-12.3%	8.3%
SMN2 splice up	-4.4%	5.5%	-90.7%[inhibitor]	-50.4%[inhibitor]	-19.8%	-2.1%	-15.3%	17.8%

[33] Cn1c(-c2cnn(-c3ccccc3)c2N)n[nH]c1=S
[34] Cc1cc(C)nc(NC(N)=NC2CCCCC2)n1
[35] Cn1c(Cn2cnc(Cl)c2Cl)nc2ccccc21
[36] O=C1c2cnc3nc(SCc4ccccc4)nn3c2CC2c3ccccc3CCN12 (stereo not given)
[37] Cc1nn(C)c(C)c1S(=O)(=O)N1CCC(C(=O)NC2CCCCC2)CC1
[38] Cc1cc(C)n(-c2ccc(C(=O)Nc3ccccn3)cc2)n1
[39] O=C(Cn1nnc(-c2ccccc2)n1)N=Nc1c(O)[nH]c2ccccc12
[40] CCOC(=O)N1CCC(NC(=O)c2cccn3c(=O)c4cc(Br)ccc4nc23)CC1

Assay by compound	33	34	35	36	37	38	39	40
KDM4E inh	-9.9%	2.2%	2.8%	?	-4.8%	-4.7%	0.0%	-15.5%
TRb SRC2 PPI	1.6%	1.1%	-10.1%	-5.1%	-0.5%	-2.9%	0.8%	-0.8%
ALDH1A1 block	?	-1.4%	1.3%	?	4.8%	-49.2%	3.4%	?
TR SRC2 fluor cs	-3.8%	-1.3%	1.6%	-0.4%	-2.1%	-4.1%	-2.3%	0.0%
GoLoco inh red	14.5%	6.1%	-3.4%	7.5%	10.6%	-0.3%	-4.6%	-4.2%
RECQ1 helicase	11.3%	5.7%	-6.5%	i	-7.6%	0.1%	9.7%	i
Lamin A splicing	/	-22.9%	-3.6%	?	0.0%	-6.5%	2.1%	-1.5%
SMN2 splice up	/	-6.3%	5.5%	0.5%	0.1%	1.58µM*	-8.8%	8.3%

[41] O=C(Nc1sccc1C(=O)NCc1ccco1)c1cccnc1
[42] O=C(/C=C/c1ccccc1Cl)Nc1cccc(S(=O)(=O)NC2=NCCCCC2)c1
[43] COC(=O)c1[nH]c2ccccc2c1NC(=O)CN1CC(C)OC(C)C1 (stereo not given)
[44] Cc1cccc(OCCCC(=O)Nc2ccc3c(c2)OCO3)c1

Assay by compound	41	42	43	44
KDM4E inh	-5.4%	-15.5%	?	5.9%
TRb SRC2 PPI	-0.7%	3.5%	-9.3%	-2.9%
ALDH1A1 block	?	-8.5%	-6.3%	?
TR SRC2 fluor cs	-3.4%	2.5%	-3.7%	-5.8%
GoLoco inh red	23.9%	4.2%	-4.3%	0.3%
RECQ1 helicase	-0.7%	i	-6.9%	i
Lamin A splicing	-9.8%	?	?	?
SMN2 splice up	-16.6%	14.1µM*	5.0%	-11.6%

Only part of the results is shown. The share of hits here may be higher or lower than overall.
